Assay outcomes (PubChem)
T cell modulator = modulators of CD8 T cell-vesicle binding, primary screen, mouse 2C CD8+ T cells, flow cytometry | 2C CD8+ T cell-vesicle binding; hits give low values | calls only at 7 µM | 330,000 tested, 0.068% active | AID 2052, 2009;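 active means response, share of CD8 T cells binding vesicles, and their 90th percentile fluorescence all below set limits, cut at about 80% in these data, passing the limit was not always enough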
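Assay system – 2C mouse CD8+ T cells · Also added – QL9-loaded Drosophila micro-vesicles · Timing – Cell–vesicle co-incubation 1.5 h at 37 °C, staining 20 min on ice · Signal – flow cytometry of vesicle-bound cells · Measure – percent CD8+ FL2 mean versus row control · Controls – Peptide-free naked vesicles (low) and QL9 vesicles with 0.7% DMSO vehicle (high)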
Myeloid diff MLP = induction of myeloid progenitor differentiation, primary screen, cell-based, flow cytometry, MLPCN library. ER-HoxA9 myeloid progenitors, lysozyme-GFP differentiation. calls only at 10 µM. 360,000 tested, 1% active. AID 624256, 2012;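 active means normalized GFP-positive differentiation at or above the plate's own cutoff, the solvent-only control mean plus 3 SD; inconclusive means no clear call, values can overlap the other calls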;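 further: cells exposed to compound for four days before flow analysis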
Hep lipid drop = inhibitors of hepatocyte lipid droplet formation, primary screen, imaging, high-throughput imaging, BODIPY stain; AML12 mouse hepatocytes, oleate lipid droplets; inhibition, % at 6.5 µM; 240,000 tested, 0.4% active; AID 1656, 2009;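 active means lipid droplet intensity inhibited by at least 50%, with more than 500 cells counted; inconclusive means wells with under 300 cells, treated as cytotoxic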
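material = mouse AML12 hepatocyte cell line, fixed after treatment | also added = 100 µM oleic acid challenge | doses = compound at 6.5 µM only | schedule = overnight exposure | technique = Image-based BODIPY and DAPI two-channel analysis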
Hep lipid drop cells 6.5 µM = recorded beside Hep lipid drop, whose call it bears; cell count; measured here: cell count, cytotoxicity flag;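 cells counted across two imaged fields per well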
T cell modulator vesicle-bound % = recorded beside T cell modulator, whose call it bears; double positive events, %; measured here: CD8+ vesicle-bound cell fraction;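 binding gate set so that unloaded-vesicle control wells show 10% double positive cells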
Myeloid diff MLP GFP+ MAC1+ % = further read-out of Myeloid diff MLP, marked with its call; GFP+ MAC1+ double positive, %; measured here: differentiation confirmed by MAC1 staining
* marks the source's active call; other numbers are inactive results; i = inactive; u = inconclusive; x = no result given. Some of the compounds tested; rates above refer to the full screens.

Below each SMILES: Myeloid diff MLP	Hep lipid drop	Myeloid diff MLP GFP+ MAC1+ %	T cell modulator vesicle-bound %	T cell modulator	Hep lipid drop cells 6.5 µM
CN(C)Cc1c(C(=O)N/N=C/c2ccc(-c3ccccc3)cc2)nnn1-c1nonc1N
→ i	6	3.3	9	i	742
CCc1nccn1CCC(=O)NC1CC(C)(C)Cc2c1cnn2-c1cccc(F)c1 (centres undefined)
→ i	0	0.5	69	i	834
COc1ccc(N2C(=O)CSC2c2cccc(F)c2)cc1 (centres undefined)
→ i	-14	0.4	24	i	888
COc1ccc(C(CCNCc2ccc(N(C)C)cc2)c2ccccc2OC)cc1 (centres undefined)
→ i	-10	3.4	10	i	768
CN(CCOc1ccccc1)C(=O)c1cc(COc2c(F)cccc2F)on1
→ i	-23	1.4	22	i	704
Cc1ccc(NC(=O)CSc2nnc(-c3ccncc3)s2)cc1
→ i	4	0.5	12	i	733
CN1CCN(S(=O)(=O)c2cccc(C(=O)Oc3ccccc3Cl)c2)CC1
→ i	5	2.5	9	i	860
CCOC(=O)c1c(C)[nH]c(C(=O)N(C)Cc2cccc(OC)c2OC)c1C
→ i	-15	1.0	35	i	747
COC(=O)c1c(-c2ccccc2)c(-c2ccccc2)nn(C)c1=O
→ i	-16	0.5	50	i	751
Cc1ccc(C(=O)NCCNC(=O)c2ccco2)cc1C
→ i	-6	2.9	48	i	706
COc1ccccc1C(=O)NCC(=O)N/N=C(\C)Cc1ccccc1
→ i	-1	0.9	13	i	690
Cc1cccc(CCNC(=O)CCNS(=O)(=O)c2cc(Br)cnc2N)c1
→ i	-24	0.0	45	i	751
CCCN(CCC)C(=O)C1CCCN(S(=O)(=O)c2ccc3c(c2)oc(=O)n3C)C1 (centres undefined)
→ i	-7	2.1	45	i	769
Cc1c(CN2CCC(n3nccc3NC(=O)C3CCOC3)CC2)[nH]c2ccccc12 (centres undefined)
→ i	-7	1.8	62	i	704
COc1cc(NC(=O)COc2ccccc2Cl)ccc1NC(=O)c1cccs1
→ i	15	0.5	49	i	735
O=C(COCc1cc(-c2ccc3c(c2)OCO3)on1)N1CCN(c2cccc(C(F)(F)F)c2)CC1
→ i	-2	6.0	47	i	790
Cc1ccc(CN2CCN(/N=C/c3cc(Br)ccc3F)CC2)cc1
→ i	3	0.6	65	i	849
O=C(CCN1C(=O)[C@@H]2Cc3ccccc3CN2C1=O)N[C@@H](Cc1ccccc1)C(=O)O
→ i	-15	1.5	32	i	762
COc1cc([N+](=O)[O-])cc([N+](=O)[O-])c1NC(=O)N1CCOCC1
→ i	5	0.3	25	i	770
Cc1cc(C)c(C)c(OCCN2CCOCC2)c1
→ i	6	0.2	62	i	846
Cc1ccc(CNC2CCCCC2)s1
→ i	1	0.8	62	i	861
COc1cc(OC)cc(C(=O)NCCSCc2ccc(Cl)cc2)c1
→ i	-5	0.5	52	i	827
O=C(O)c1cc(S(=O)(=O)NC(Cc2c[nH]c3ccccc23)C(=O)O)ccc1Cl (centres undefined)
→ i	0	1.9	60	i	626
O=C(NCC(=O)N1CCN(c2ccccc2)CC1)c1cccs1
→ i	-2	1.1	9	i	772
COc1ccccc1N1CCN(C2CCCN(C(=O)Cn3cccn3)C2)CC1 (centres undefined)
→ i	1	0.8	29	i	883
COc1ccc(C(=O)N/N=C(\C)CC(=O)Nc2ccccn2)cc1OC
→ i	-2	0.5	21	i	798
CC1CN(C(=O)c2cc3cc(F)ccc3[nH]2)CC(C)O1 (centres undefined)
→ i	-24	0.9	48	i	856
O=C(N=C1SC2CS(=O)(=O)CC2N1Cc1ccccc1Cl)C1CC1 (centres undefined)
→ i	-2	3.1	15	i	686
COc1ccc2c(c1)c(=O)oc1c(C)c(OCc3ccc(C(=O)O)cc3)ccc12
→ i	-12	0.4	50	i	773
O=C(Nc1nnc(S(=O)(=O)N2CCCCC2)s1)c1ccc(Cl)cc1
→ i	5	3.8	28	i	763

Some of the entries above, set out differently:
mol: COc1ccc(N2C(=O)CSC2c2cccc(F)c2)cc1 (centres undefined)
  Myeloid diff MLP: i	Hep lipid drop: -14	Myeloid diff MLP GFP+ MAC1+ %: 0.4	T cell modulator vesicle-bound %: 24	T cell modulator: i	Hep lipid drop cells 6.5 µM: 888

mol: COc1ccc(C(CCNCc2ccc(N(C)C)cc2)c2ccccc2OC)cc1 (centres undefined)
  Myeloid diff MLP: i	Hep lipid drop: -10	Myeloid diff MLP GFP+ MAC1+ %: 3.4	T cell modulator vesicle-bound %: 10	T cell modulator: i	Hep lipid drop cells 6.5 µM: 768

Further entries:
Below each SMILES: Myeloid diff MLP	Hep lipid drop	Myeloid diff MLP GFP+ MAC1+ %	T cell modulator vesicle-bound %	T cell modulator	Hep lipid drop cells 6.5 µM
O=C1CCN(Cc2ccccc2)CCN1[C@H](COc1ccccc1)Cc1ccccc1
→ i	-22	1.0	28	i	726
COc1ccc(S(=O)(=O)N2CCC(C(=O)NCCC(=O)Nc3cccc(Cl)c3)CC2)cc1
→ i	27	4.2	22	i	783
CN1CCN(CCNC(=O)Nc2ccccc2[N+](=O)[O-])CC1
→ i	10	0.4	41	i	440
COc1cc2c(cc1OC)CN(C(=O)c1cc(Cl)nc(Cl)c1)CC2
→ i	-1	0.3	20	i	791
Nc1ccc(S(=O)(=O)N2CCOCCOCCOCCOCCOCC2)cc1
→ i	10	0.2	59	i	808
CCn1cc(S(=O)(=O)NCCc2ccc(F)cc2)cn1
→ i	5	0.4	46	i	671
CSc1ccc(Cl)c(C(=O)NCCCn2ccnc2)c1
→ i	-12	0.5	63	i	857
O=C(C1=C(O)C(=O)N(CCN2CCOCC2)C1c1cccc(Br)c1)c1cccs1 (centres undefined)
→ i	4	0.6	42	i	800
CCC1Oc2ccc(C)cc2N(CC(=O)NCCN2CCOCC2)C1=O (centres undefined)
→ i	-2	0.0	25	i	827
COc1ccccc1OCc1nnc(SCC(=O)N2CCCC2)o1
→ i	-5	1.5	47	i	821
O=C(NCCCN1CCOCC1)c1ccc2c(=O)n(-c3ccc(F)c(Cl)c3)c(=S)[nH]c2c1
→ i	-13	5.0	33	i	752
OCC1(CO)COC(/C=C/c2ccccc2)=N1
→ i	-2	1.0	62	i	808
CCn1c(CNC(=O)c2ccc(Cl)cc2)nnc1SCC(=O)N1CCOCC1
→ i	-7	1.3	33	i	667
Cc1ccc(/C=N/NC(=O)c2nnn(-c3nonc3N)c2-c2cccs2)cc1
→ u	0	x	4	i	724
CSc1ccc(C2Nc3cccc4cccc(c34)N2)cc1
→ i	-5	0.3	55	i	789
COCc1cc(C)nc(SCC(=O)Nc2ccccc2N2CCOCC2)c1C#N
→ i	-11	0.2	11	i	815
O=C(CNC(=O)N1CC(=O)Nc2ccccc21)NCc1ccccc1Cl
→ i	-5	6.4	33	i	726
COc1ccc(-n2c(=O)[nH]c3cc(C(=O)NCCc4ccccc4)ccc3c2=O)cc1OC
→ i	4	0.5	62	i	825
Cc1ccccc1-c1noc(CNC(=O)COc2ccccc2)n1
→ i	-13	1.0	24	i	714
Cc1ccc(S(=O)(=O)N2CCN(c3ccccc3)CC2)cc1C(=O)NC1CCCCC1
→ i	8	1.3	67	i	748
COCCN(C(=O)CCC(=O)Nc1nccs1)C(C(=O)NCCC(C)C)c1ccc(OC)cc1 (centres undefined)
→ i	-9	0.1	8	i	818
COc1ccc(C(=O)N2CC(=O)Nc3ccc(F)cc3C2c2ccccc2)cc1 (centres undefined)
→ i	1	0.3	30	i	711
COc1ccc(COC(=O)C2=C(C)NC(=O)NC2c2ccc(O)cc2)cc1 (centres undefined)
→ i	-2	0.8	54	i	822
Cc1nn(-c2ccccc2)c(C)c1NC(=O)COC(=O)CCc1ccccc1
→ i	-2	0.0	24	i	686
O=S1(=O)CCOC[C@H](c2ccccc2)N1Cc1ccccc1F
→ i	-4	0.7	20	i	787
CC1CCN(C(=O)C2CCN(S(=O)(=O)N3CCC4(CC3)OCCO4)CC2)CC1
→ i	2	0.0	8	i	755
O=C(c1ccc2ccccc2c1)N1CCc2ccccc21
→ i	-3	1.2	26	i	770
Cc1ccc(C)c(N2CCN(C(=O)CCNS(=O)(=O)c3ccc4c(c3)oc(=O)n4C)CC2)c1
→ i	-1	3.2	6	i	707
CCOC(=O)C1CCN(C(=O)C2CC(=O)N(c3ccc4c(c3)OCCO4)C2)CC1 (centres undefined)
→ i	-2	2.3	29	i	586
O=C(Nc1cc(Cl)ccc1Cl)c1ccco1
→ i	-3	0.1	56	i	790

Given with tabs: three of the compounds above
compound	Myeloid diff MLP	Hep lipid drop	Myeloid diff MLP GFP+ MAC1+ %	T cell modulator vesicle-bound %	T cell modulator	Hep lipid drop cells 6.5 µM
CN1CCN(CCNC(=O)Nc2ccccc2[N+](=O)[O-])CC1	i	10	0.4	41	i	440
COc1cc2c(cc1OC)CN(C(=O)c1cc(Cl)nc(Cl)c1)CC2	i	-1	0.3	20	i	791
Nc1ccc(S(=O)(=O)N2CCOCCOCCOCCOCCOCC2)cc1	i	10	0.2	59	i	808

Going on with the list:
Below each SMILES: Myeloid diff MLP	Hep lipid drop	Myeloid diff MLP GFP+ MAC1+ %	T cell modulator vesicle-bound %	T cell modulator	Hep lipid drop cells 6.5 µM
O=C(NC1CCN(c2ncccn2)CC1)c1ccccc1F
→ i	-1	0.5	35	i	842
O=C(/C=C/c1c(F)cccc1Cl)Nc1cccnc1
→ i	0	0.1	22	i	811
COc1ccc(Cc2nnc(NC(=O)Nc3cccc(OC)c3)s2)cc1
→ i	-1	0.8	18	i	421
Cc1ccc(N(C(=O)c2csnn2)C(C(=O)NC2CCCCC2)c2cccnc2)c(C)c1 (centres undefined)
→ i	3	0.2	33	i	795
Cc1cccc(OCC(=O)Nc2nnc(S(=O)(=O)N3CCC(C)CC3)s2)c1
→ i	0	1.8	36	i	781
CCC1CCCCN1C(=O)CCNC(=O)Cn1cnc2ccccc2c1=O (centres undefined)
→ i	-8	1.7	59	i	818
Cc1ccc(CC(=O)O/N=C(\N)c2ccccn2)cc1
→ i	2	0.3	50	i	878
COc1ccc(CNc2ncnc3sccc23)cc1
→ i	-28	0.0	12	i	730
CC1CC(C)CN(S(=O)(=O)N2CCCC(C(=O)NCCc3ccccc3)C2)C1 (centres undefined)
→ i	-4	3.5	28	i	683
CC(=O)Nc1ccc(S(=O)(=O)N2CCN3CCCC3C2)cc1 (centres undefined)
→ i	0	0.5	60	i	805
O=C(Oc1ccc2ccc(O)cc2c1)c1ccccc1Cl
→ i	18	0.6	58	i	823
O=C(CC1CCCCC1)NCc1ccccc1
→ i	0	0.6	44	i	824
Cc1ccc(NC(=O)c2cccnc2)c([N+](=O)[O-])c1
→ i	0	0.5	48	i	821
CC1=C(C)CC(C(=O)NC2CCN(C(C)C)CC2)C(C(=O)O)C1 (centres undefined)
→ i	13	0.8	11	i	759
O=C(N/C(=C\c1ccc([N+](=O)[O-])cc1)C(=O)N1CCOCC1)c1ccco1
→ i	2	1.8	16	i	767
Cn1c(=O)n(C)c2cc(NC(=O)Cc3ccccc3[N+](=O)[O-])ccc21
→ i	5	0.7	54	i	855
O=C(NCCc1ccccc1)C(c1ccc(F)cc1)N(C(=O)c1csnn1)C1CC1 (centres undefined)
→ i	-5	3.5	34	i	822
CCOc1ccc(CN2CCN(C3CCC3)CC2CCO)cc1 (centres undefined)
→ i	7	1.2	49	i	864
CC(CCc1ccccc1)NC(=O)c1ccccc1F (centres undefined)
→ i	-3	0.4	14	i	877
CC1CCCCN1CCNC(=O)CCc1nnc2n(Cc3ccccc3)c(=O)c3ccccc3n12 (centres undefined)
→ i	0	0.9	39	i	794
O=S(=O)(CCN1CCOCC1)c1ccc(Oc2ccc(S(=O)(=O)CCN3CCOCC3)cc2)cc1
→ i	-1	0.7	55	i	783
CCOc1ccc(C(=O)Nc2ccc(NC(=O)c3ccccc3)cc2)cc1Br
→ i	2	0.5	46	i	779
CN(C)c1ccc(/C=N/NC(=O)c2ccc3c(c2)OCCO3)cc1
→ i	-4	1.1	11	i	816
O=C1CN(c2ccc(F)cc2)C(=S)N1c1ccccc1
→ i	-3	0.3	46	i	779
O=C(Nc1cccc(Cl)c1)c1ccc2ncsc2c1
→ i	-18	0.1	31	i	775
O=C(CN1CCCC1)NCc1ccccc1
→ i	4	0.7	49	i	898
CCc1sc(C(=O)Nc2ncccc2O)cc1C
→ i	-4	1.4	14	i	667
COc1ccc(N2CCN(S(=O)(=O)c3ccc4c(c3)NC(=O)C(C)S4)CC2)cc1 (centres undefined)
→ i	2	1.4	38	i	688
